PTHR1 agonist – qHTS for PTHR1 Agonists: Primary Screen; HEK293 GP2 PTHR1 cells, GloSensor cAMP luminescence, 1 h; Potency, µM (top dose mostly 115 µM), inactives show at the highest dose activation, actives largely listed as activators; 0.075% of 410,000 active; AID 743266, 2014; also: potency is read from the fitted curve at half-maximal effect; nearly all actives have a fitted effect of over 55% in size; some results filed as inactive show a strong effect at the top dose; inactives centre near -15; many of its hits are not listed in these tables
Target sequence (Q03431 whole entry, looked up): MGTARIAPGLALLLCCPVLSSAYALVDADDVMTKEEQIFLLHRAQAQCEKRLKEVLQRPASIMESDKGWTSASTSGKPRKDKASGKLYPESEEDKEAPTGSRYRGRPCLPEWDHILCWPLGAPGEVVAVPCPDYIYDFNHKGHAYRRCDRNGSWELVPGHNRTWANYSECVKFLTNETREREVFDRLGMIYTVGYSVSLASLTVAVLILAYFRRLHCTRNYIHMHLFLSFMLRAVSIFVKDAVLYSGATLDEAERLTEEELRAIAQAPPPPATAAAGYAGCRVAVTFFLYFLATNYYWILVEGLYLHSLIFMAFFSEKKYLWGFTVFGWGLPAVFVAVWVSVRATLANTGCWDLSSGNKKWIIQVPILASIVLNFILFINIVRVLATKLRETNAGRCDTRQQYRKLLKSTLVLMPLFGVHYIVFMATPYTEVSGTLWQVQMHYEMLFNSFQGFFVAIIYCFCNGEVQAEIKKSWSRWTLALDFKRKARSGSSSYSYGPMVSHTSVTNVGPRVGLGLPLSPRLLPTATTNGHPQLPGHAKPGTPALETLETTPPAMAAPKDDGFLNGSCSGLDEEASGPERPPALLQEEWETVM
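HEK-293-derived GP2 cells expressing PTHR1 and a GloSensor cAMP reporter, 3,000/well, plated overnight, given luciferin plus IBMX (each 0.5 mM as added) for 1 h at 37 °C, then compound for 1 h at 37 °C. Luminescence was read after 15 min at room temperature.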
IL2 activator – qHTS of IL-2 Activators | IL-2 activation reporter assay, cell-based qHTS; stimulated with anti-CD3/CD4/CD28 beads; in transgenic mouse T cells | activation, % (series mostly up to about 46 µM) | AID 652025, 2013 | 0.065% of 360,000 active; in the data active = activation above about 50%; inconclusive = mostly about 30% to 49%; also: 0% is about no effect
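Quantitative HTS in unstimulated transgenic mouse T cells, with memory T cells as non-tolerant control and PMA/ionomycin as tolerance-bypass control. Compound pretreatment lasted 60 minutes before 18 h bead stimulation; EGFP/DsRed fluorescence read.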
HEK293 tox – qHTS of GLP-1 Receptor Inverse Agonists: Cytotox Screen | HEK293 cAMP-luciferase reporter cells, luminescence, 24 h | Potency, µM (doses to about 38.3 µM), inactives show at the highest dose activity change, negative = inhibition, most hits filed as inhibitors | 0.13% of 410,000 active;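 also: loss of luciferase light is scored as toxicity; potency is read from the fitted curve at half-maximal effect; % is scaled to controls: 0 for no effect and ±100 for the full control effect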
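Luminescence readout: signal drop marks cytotoxicity. Plated cells grew 12 h at 37 °C, 5% CO2, received 23 nL compound for 24 h, then got luciferase reagent, read after 12 min at RT.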
PI5P4Ka inh – qHTS for Inhibitors of phosphatidylinositol 5-phosphate 4-kinase (PI5P4K) | PI5P4Kalpha enzyme, ADP-Glo luminescence, 60 min; hits give low values | max response, % | 1.2% of 330,000 active | AID 652105, 2013; active = max response of -50% or lower; inconclusive = between -30% and -50%; inactive = -30% or higher; also: value at the top dose of about 77 µM; % is scaled to controls: 0 for no effect and ±100 for the full control effect
Target sequence (P48426 whole entry, looked up): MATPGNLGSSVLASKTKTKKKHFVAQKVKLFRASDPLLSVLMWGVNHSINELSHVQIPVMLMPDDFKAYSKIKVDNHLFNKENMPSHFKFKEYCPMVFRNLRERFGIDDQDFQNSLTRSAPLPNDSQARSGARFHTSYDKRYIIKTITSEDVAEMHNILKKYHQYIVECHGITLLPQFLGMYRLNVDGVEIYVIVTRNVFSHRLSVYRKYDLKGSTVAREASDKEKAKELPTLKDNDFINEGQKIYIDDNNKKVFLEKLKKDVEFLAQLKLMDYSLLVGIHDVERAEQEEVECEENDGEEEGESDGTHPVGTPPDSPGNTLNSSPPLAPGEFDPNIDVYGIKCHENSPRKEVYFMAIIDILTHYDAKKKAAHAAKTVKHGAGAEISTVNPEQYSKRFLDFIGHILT
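Enzyme plus substrate dispensed, test compounds pinned in, then ATP (5 microM final) added. After 60 min at RT, ADP-Glo reagent 1 for 45 min and reagent 2 for 30 min preceded luminescence imaging.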
EPAC1 agonist – qHTS for Agonist of cAMP-regulated guanine nucleotide exchange factor 3 (EPAC1): primary screen; EPAC1 agonist qHTS, biochemical assay; response scale: 100% = response to 6.5 mM cAMP; Potency, µM (highest dose often 154 µM), for the others: at the top dose activation, most hits filed as activators; 0.073% of 360,000 active; AID 720707, 2013; also: potency is read from the fitted curve at half-maximal effect; nearly all actives have a fitted effect of over 60% in size
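Compounds were pinned as a concentration titration into mixtures of EPAC1 (100 nM), BODIPY-GDP-loaded Rap1B (250 nM) and GDP (50 uM). After 5 min at room temperature, fluorescence was followed for 30 min; activity was scaled to 6.5 mM cAMP.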
GLP-1R agonist – qHTS of GLP-1 Receptor Agonists. 0.007% of 380,000 active. HEK293 GLP-1R CRE-luciferase, luminescence, 4-6 h; cells express a hypersensitive GLP-1R form. Potency, µM (titrated, usually from 45.6 µM), for inactives: at the top dose activation, usual class: activators; also: potency is read from the fitted curve at half-maximal effect; % of control where 0% means no effect
GLP1R inv ag – qHTS of GLP-1 Receptor Inverse Agonists (Inhibition Mode) | HEK293 GLP-1R CRE-luciferase, luminescence, 24 h; GLP-1R form is constitutively active | AID 624417, 2012 | 1.6% of 410,000 active | Potency, µM (doses to about 38.3 µM), without a hit: at the top dose activity change, negative = inhibition, actives largely listed as inhibitors; also: potency is read from the fitted curve at half-maximal effect; % is scaled to controls: 0 for no effect and ±100 for the full control effect; nearly all actives have a fitted effect of over 55% in size
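HEK293 cells stably co-expressing a cAMP-responsive luciferase reporter and constitutively active GLP-1R were seeded, incubated 12 h, then exposed to compounds for 24 h at 37 C. Luminescence was read 12 min after detection reagent; inverse agonists lower signal.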
PLK1 PBD inh – qHTS for Inhibitors of PLK1-PDB (polo-like kinase 1 - polo-box domain): Primary Screen; Plk1 PBD binding of FITC phosphopeptide, fluorescence polarization; Potency, µM, for the others: max response, negative = inhibition, most hits filed as inhibitors; 2.8% of 360,000 active; also: potency is read from the fitted curve at half-maximal effect; series mostly up to about 57 µM; % is scaled to controls: 0 for no effect and ±100 for the full control effect; nearly all actives have a fitted effect of over 65% in size
EPAC1 antag – qHTS for Antagonist of cAMP-regulated guanine nucleotide exchange factor 3 (EPAC1): primary screen. EPAC1 GEF assay, Rap1b-BODIPY-GDP exchange fluorescence. Potency, µM (series often up to 115 µM), for the others: top-dose activity change, negative = inhibition, usual class: inhibitors. 0.14% of 360,000 active. AID 720709, 2013;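 also: potency is read from the fitted curve at half-maximal effect; plate controls were vehicle for no effect and positive control for full effect; nearly all actives have a fitted effect of over 50% in size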
An asterisk follows results filed as active; i = inactive; u = inconclusive; x = no result given; [ ] = dose if it differs, or a comment. Unless noted, calls follow the shape of the dose curve; as a rule, active = well fitted curve in the direction sought with a large enough effect; inconclusive = small, poorly fitted or top-dose-only effect, or another doubt; inactive = no such curve, though single readings can be large; an effect the other way counts as inactive or inconclusive. Not all compounds are listed, so the mix of outcomes need not match the whole.

SMILES	PTHR1 agonist	IL2 activator	HEK293 tox	PI5P4Ka inh	EPAC1 agonist	GLP-1R agonist	GLP1R inv ag	PLK1 PBD inh	EPAC1 antag
Cc1c(C(=O)NCc2ccc3c(c2)OCO3)sc(=O)n1Cc1ccc(S(=O)(=O)N(C)C)cc1	-19%	-0.4	6%	-3	3%	0%	23%	-8%	-23%
Cc1cc(NC(=O)/C=C/c2ccc(Cl)cc2)no1	i	0.4	-8%	-16	7%	-8%	15%	-16%	8%
CCOC(=O)c1c(C)c(C(=O)NC(C)COC)c(C)n1C (stereo not drawn)	-2%[57.5 µM]	2.6	1%	x	7%	1%	77%[activator]	-4%	-6%
CC1(C)Cc2nc3sc(C(=O)NCCO)c(N)c3cc2CO1	-4%[57.5 µM]	-1.3	4%	x	0%	-5%	0%	-5%	-2%
O=C(CCCOc1ccc(Cl)cc1Cl)N/N=C\C1CCCCC1	-8%[57.5 µM]	0.9	-12%	x	21%	9%	-11%	0%	-13%
O=C(COC(=O)c1ccc(-c2ccccc2)cc1)Nc1ccccc1-c1ccccc1	-8%	2.1	8%	10	9%	-4%	-9%	-4%	-23%
Cc1cccc(N2CN=c3s/c(=C\c4ccccn4)c(=O)n3C2)c1	i	3.1	-11%	8	4%	6%	3%	-9%	-15%
CCCCCc1ccc(S(=O)(=O)Nc2cc(C)ccn2)cc1	i	-1.1	13%	9	-10%	7%	87%[activator]	-3%	-17%
Cc1cc2n(n1)SC(Nc1cccc3ccccc13)N2 (stereo not drawn)	i	0.0	u	-2	25%	-8%	0%	-19%	-8%
Cn1c2ccccc2c2c(C(=O)NCC3CCCO3)cn(C3CCCC3)c(=O)c21 (stereo not drawn)	-3%	-3.3	-6%	-8	-7%	8%	-6%	-9%	-1%
CC1=C(C(N)=O)C(c2cccs2)NC(=O)N1 (stereo not drawn)	i	7.0	1%	7	6%	0%	-13%	3%	-19%
CCOC(=O)C(=O)N1CCC(Cc2ccccc2)CC1	i	-0.1	21%[7.66 µM]	2	8%	9%	-15%[7.66 µM]	-6%	-3%
c1c2c(cc3sc(N4CCOCC4)nc13)OCCO2	-19%[57.5 µM]	-0.7	2%	x	0%	-10%	-9%	0%	-7%
O=C(Nc1ccc(F)cc1)c1ccc(CN2CCc3ccccc3C2)cc1	-42%[inhibitor]	0.1	-23%	-11	3%	5%	-18%	-7%	-12%
COc1ccc(-c2nnc(SC)n2C)cc1	i	0.3	-7%	x	1%	-5%	38%[activator]	-4%	0%
CCCCNCC1C(Oc2ccc(Cl)cc2)C(=O)N1c1ccccc1C (stereo not drawn)	-9%	-1.4	u	6	-3%	3%	10µM*	-1%	-9%
Cc1ccc(S(=O)(=O)N2CCCC(C)C2)cc1 (stereo not drawn)	-38%[inhibitor]	-0.7	-9%	3	3%	-4%	-43%	-1%	5%
NS(=O)(=O)c1ccc(CNC(=O)c2cnccn2)cc1	i	-3.5	-4%	-22	9%	1%	3%	17µM*	8%
CCn1cc(/C=C(\NC(=O)c2ccc(OC)c(OC)c2)C(=O)NCCN2CCOCC2)c2ccccc21	-1%	-3.2	-11%	9	-17%	9%	13%	-11%	12%
COC(=O)C1=C(N)OC2=C(C(=O)CC(C)(C)C2)C1c1cccs1 (stereo not drawn)	i	0.3	7%	x	7%	-6%	2%	-9%	9%
COc1ccccc1NC(=O)N(CCN1CCCC1)Cc1cc2cc(C)ccc2[nH]c1=O	i	1.2	-7%	x	2%	4%	u	-1%	9%
CSCCC(NC(=O)c1ccccc1Br)C(=O)N1CCN(C/C=C/c2ccccc2)CC1 (stereo not drawn)	0%	-0.7	-1%	-5	-5%	4%	u	-2%	-10%
CCOC(=O)c1c(C)[nH]c(C(=O)N/N=C/c2ccc(OC)c(OC)c2)c1C	i	0.4	-11%	4	-1%	-1%	8%	-1%	-24%
O=C(NNS(=O)(=O)c1ccc2ccccc2c1)c1cccnc1	i	-0.6	2%[1.53 µM]	-5	7%	1%	11%	0%	26%
Cc1nn(C)cc1C(C)NC(=O)c1cc(COc2ccc(F)c(F)c2)on1 (stereo not drawn)	-11%	0.7	-21%	2	-11%	-1%	-6%	-4%	6%
CCOC(=O)c1sc(=NC(=O)c2ccccc2Br)n(C)c1C	-24%	-0.6	-2%	-1	3%	-2%	15%	-11%	-5%
Cc1ccc2c(C)c(C(=O)N3CCC(C(N)=O)(N4CCCCC4)CC3)oc2c1C	-9%	-3.3	4%	3	-7%	3%	-19%	-9%	-6%
Cc1cc(C(=O)Nc2cccc([N+](=O)[O-])c2C)cs1	-25%	0.6	-1%	-2	-6%	-1%	17%	-11%	-2%
Cc1nc2nc(CC(=O)O)[nH]n2c(=O)c1[N+](=O)[O-]	-12%	-3.7	-15%	u	6%	1%	-26%	u	-16%
C=CCn1c(SCc2nc3ccccc3c(=O)[nH]2)nc2scc(C3CC3)c2c1=O	i	-2.7	5%	6	-7%	9%	77%[activator]	-8%	-15%
COc1ccccc1N1CCN(C(=O)CCc2c[nH]c3ccccc23)CC1	-5%	-0.7	1%	5	-15%	2%	u	-3%	5%
COc1ccccc1CCNC(=O)c1cnn2c(C(F)F)cc(C)nc12	-1%	-1.5	-6%	-9	11%	5%	60%[activator]	-3%	-5%
COc1cc(C(CC(=O)Nc2cccc(C(C)=O)c2)N2Cc3ccccc3C2=O)cc(OC)c1OC (stereo not drawn)	9%	x	6%	x	x	16%	11%	x	x
Cc1ccc(C(=O)NCCNC(=O)c2ccc(C)o2)o1	i	2.4	-4%	0	9%	6%	-3%	-11%	6%
COc1ccc(S(=O)(=O)N2CCOCC2)cc1NC(=O)Cc1ccsc1	-21%	1.7	-2%	-11	-3%	3%	5%	-3%	-8%
COc1cccc(OCCn2cc(C=O)c3ccccc32)c1	-23%	-1.9	0%	12	3%	13%	u	-16%	-8%
Cc1cc(NC(=O)CCCn2ccc([N+](=O)[O-])n2)n(Cc2ccc(F)cc2)n1	-31%[inhibitor]	-0.3	-4%	-9	-8%	9%	28%	-13%	9%
CCC1(c2ccc(F)cc2)NC(=O)N(CC(=O)N2CCc3ccccc3C2)C1=O (stereo not drawn)	-36%[inhibitor]	-3.6	9%	6	0%	2%	u	-7%	-24%
C[C@H](NC(=O)N1CCn2c1nc1ccccc12)C(=O)NCCc1ccccc1	i	-1.4	-3%	1	8%	2%	-10%	0%	2%
COc1ccc(-c2ccc3oc(-c4ccc(OC)cc4)c(C#CCCO)c3c2)cc1	i	-0.3	-21%	u	-18%	8%	14%	2%	-8%
C=CCN(C(=O)CCC(=O)O)C1CC(=O)N(c2ccc(OCCC)cc2)C1=O (stereo not drawn)	i	-0.9	0%	-19	-3%	-12%	4%	24µM*	1%
Cc1c(C(=O)O)oc2c1/C(=N\O)CCC2	i	-1.4	3%	u	-7%	-1%	12%	-4%	9%
CSc1c(CC(=O)Nc2ccc(F)cc2)n(Cc2ccccc2)c2ccccc12	-1%	1.6	1%	9	3%	-17%	-5%	-8%	10%
O=C(Nc1ccc(Cl)cc1)c1cccc(N2C(=O)C3C4CCC(C4)C3C2=O)c1 (stereo not drawn)	-32%[inhibitor]	-0.4	6%	5	-3%	-2%	-58%	-10%	u
Cc1ccc(S(=O)(=O)Nc2ncc(C(F)(F)F)cc2Cl)cc1	-28%	-1.3	1%	-9	6%	-3%	-35%	-10%	-13%
Cc1cc(C)c(S(=O)(=O)/N=C2\C=C(Nc3ccc(C(=O)O)cc3)C(=O)c3ccccc32)c(C)c1	-28%	-4.7	-21%	-79*	100µM*	-4%	u	u	-5%
Cc1cc(C(=O)CCl)c(C)n1CC1COc2ccccc2O1 (stereo not drawn)	-31%[inhibitor]	-0.8	u	-13	-6%	-3%	u	u	u
CCOc1ccc(-c2nc(N)ncc2Oc2cccc(OC)c2)c(O)c1	i	0.2	0%	-9	13%	20%	0%	-2%	-3%
Cc1ccc(NC(=O)[C@H](NC(=O)[C@@H]2Cc3ccccc3CN2)c2ccccc2)c(C)c1	i	-1.5	9%	-5	-11%	-6%	-13%	2%	16%
CN(CC(=O)Nc1ccccc1C(F)(F)F)C(=O)C1=COCCO1	i	-4.0	1%	-1	-5%	-11%	-1%	0%	2%
The list goes on.
SMILES	PTHR1 agonist	IL2 activator	HEK293 tox	PI5P4Ka inh	EPAC1 agonist	GLP-1R agonist	GLP1R inv ag	PLK1 PBD inh	EPAC1 antag
CCOc1ccc(N2CC(NS(=O)(=O)c3cccnc3)CC2=O)cc1 (stereo not drawn)	i	-4.3	-15%	-2	-2%	1%	-10%	2%	5%
CCC1CCc2nc3sc(C(=O)Nc4ccc(C)cc4C)c(N)c3cc2C1 (stereo not drawn)	-25%	x	4%	x	x	-1%	10%	x	x
COc1cc(OC)cc(C(=O)Nn2c(C)nc3ccccc3c2=O)c1	i	4.5	3%	0	6%	-4%	7%	-9%	-16%
COCCN1C(=O)CSCC1(C)C(=O)Nc1ccc2c(c1)OCCO2 (stereo not drawn)	i	2.0	3%	-4	-18%	x	10%	-4%	1%

Some of the entries so far, with two lines to a compound:
Below each SMILES – PTHR1 agonist, IL2 activator, HEK293 tox, PI5P4Ka inh, EPAC1 agonist, GLP-1R agonist, GLP1R inv ag, PLK1 PBD inh, EPAC1 antag
> COCCN1C(=O)CSCC1(C)C(=O)Nc1ccc2c(c1)OCCO2 (stereo not drawn)
 : i, 2.0, 3%, -4, -18%, x, 10%, -4%, 1%
> CCOc1ccc(N2CC(NS(=O)(=O)c3cccnc3)CC2=O)cc1 (stereo not drawn)
 : i, -4.3, -15%, -2, -2%, 1%, -10%, 2%, 5%
> COc1cc(OC)cc(C(=O)Nn2c(C)nc3ccccc3c2=O)c1
 : i, 4.5, 3%, 0, 6%, -4%, 7%, -9%, -16%

Bioassay records: PubChem, National Center for Advancing Translational Sciences (NCATS)
